# Assay outcomes as filed in PubChem BioAssay.
# RBBP9 inh: human RBBP9 inhibitors, primary screen, biochemical, fluorescence polarization, FP-Rh probe, HTS. 220,000 compounds, 0.2% hits. AID 1515, 2009. recombinant RBBP9. Serine hydrolase RBBP9 (Homo sapiens), O75884. inhibition, % at 7.94 µM;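 active = inhibition above the campaign mean of all tested compounds plus 3 SD, cut at about 14% in these data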;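 also: plate controls were DMSO wells with RBBP9 for no effect and wells lacking RBBP9 protein for full effect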
# Target sequence (O75884 whole entry, looked up): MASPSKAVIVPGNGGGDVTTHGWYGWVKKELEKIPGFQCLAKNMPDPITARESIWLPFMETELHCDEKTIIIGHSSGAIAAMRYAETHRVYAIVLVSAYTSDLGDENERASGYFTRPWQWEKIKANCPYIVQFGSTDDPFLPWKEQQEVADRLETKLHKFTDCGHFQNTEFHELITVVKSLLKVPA
#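 System: RBBP9 protein | Quantity: 2.5 µM RBBP9 dispensing solution, before mixing | Reagent: FP-Rh probe, 375 nM dispensing solution | Timing: Enzyme-compound preincubation 30 min, then probe labeling 45 min, 25 °C | Measured by: Fluorescence polarization | Read-out: % inhibition | Replication: One well per compound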
# Ba/F3 V617F tox: reduced viability of JAK2V617F-dependent Ba/F3 cells, primary screen, JAK2V617F inhibitor project, cell-based, Ba/F3 EpoR-JAK2V617F, luminescence; inhibition, % at 5.6 µM; 220,000 compounds, 1.1% hits; AID 1446, 2008; ATP luminescence;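 active = inhibition above the campaign mean plus 3 SD over all tested compounds, cut at about 24% in these data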;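 also: cytokine-independent growth of Ba/F3 cells driven by EpoR plus mutant JAK2; 0% = DMSO-treated cells and 100% = JAK inhibitor I control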
# Runt-CBFb FRET: inhibitors of RUNX1 Runt–CBFb binding, primary screen, biochemical, FRET, Cerulean-Runt, Venus-CBFb, uHTS; Runt-related transcription factor 1 (Homo sapiens) + Core-binding factor subunit beta …; 220,000 compounds, 0.46% hits; AID 1496, 2009; inhibition, % at 20 µM; Cerulean-Runt/Venus-CBFb FRET ratio 530/480, 1 h;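 active = inhibition over about 50% at 20 µM in the single-dose screen, limit read from the data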;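 also: 0% = DMSO wells and 100% = excess unlabeled CBFb competitor control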
#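 Assay system: Cerulean-tagged RUNX1 Runt domain (FRET donor) fusion protein / Amount: 100 nM each of Venus-CBFb and Cerulean-Runt domain / Medium: Tris buffer pH 7.5 with salts and BSA / Also added: Venus-CBFb 100 nM / Schedule: 1 h complex formation plus 1 h compound treatment, room temperature / Signal: FRET fluorescence / Read-out: loss of energy transfer signal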
# NPY2 pot ag: NPY-Y2 potentiators or agonists, primary screen, cell-based | cells expressing NPY-Y2, potentiator/agonist read-out | activation, % at 3.6 µM | 220,000 compounds, 0.45% hits | AID 1359, 2008; in the data active = activation above about 27%;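 also: cells stimulated with NPY near EC25 plus isoproterenol at EC100; 0% = vehicle plus submaximal agonist and 100% = vehicle plus saturating agonist; some results beyond the cut were filed as inactive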
# NPY-Y1 antag: NPY-Y1 receptor antagonists, primary screen, cell-based | Neuropeptide Y receptor type 1 (Homo sapiens), P25929 | HEK293-CNG Y1 cells, membrane potential fluorescence; NPY at EC95, then isoproterenol | inhibition, % at 3.6 µM | 200,000 compounds, 1% hits | AID 1040, 2008;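 active = inhibition above the campaign mean inhibition of all tested compounds plus 3 SD, cut at about 20% in these data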;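 also: 0% = DMSO wells given NPY plus isoproterenol and 100% = isoproterenol alone without NPY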
# Target sequence (P25929 whole entry, looked up): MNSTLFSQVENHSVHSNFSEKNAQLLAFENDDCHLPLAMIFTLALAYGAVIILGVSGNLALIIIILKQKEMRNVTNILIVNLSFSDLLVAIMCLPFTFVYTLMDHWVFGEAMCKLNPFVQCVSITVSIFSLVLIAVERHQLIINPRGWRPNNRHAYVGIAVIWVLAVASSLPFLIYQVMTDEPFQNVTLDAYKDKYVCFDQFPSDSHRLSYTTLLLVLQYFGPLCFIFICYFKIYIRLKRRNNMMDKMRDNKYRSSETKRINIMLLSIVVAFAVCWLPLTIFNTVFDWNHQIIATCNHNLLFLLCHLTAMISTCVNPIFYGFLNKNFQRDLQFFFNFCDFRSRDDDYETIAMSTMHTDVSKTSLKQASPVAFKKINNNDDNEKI
#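 Material: HEK293 Y1/CNG channel cell line | Also added: NPY (25 nM), isoproterenol (1 µM), Ro 20-1724 (25 µM) | Compound: One concentration, 3.6 µM, in 0.4% DMSO | Schedule: 3 h dye uptake, 1 h room-temperature compound, 45 min post-isoproterenol | Signal: Membrane-potential fluorescent dye readout | Read-out: % inhibition of NPY effect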
# NPY-Y1 PAM-ag: NPY-Y1 receptor potentiators or agonists, primary screen, cell-based; NPY-Y1 expressing cells, potentiator/agonist activation; activation, % at 3.6 µM; 220,000 compounds, 0.37% hits; AID 1304, 2008; in the data active = activation above about 33%, passing the limit was not always enough;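 also: cells stimulated with NPY at EC10 then isoproterenol at EC100; 0% = low agonist plus stimulus and 100% = saturating agonist plus stimulus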
# S1P4 agonist: S1P4 receptor agonists, primary screen, cell-based; S1P4-expressing cell line, agonist reporter assay; activation, % at 4.98 µM; 220,000 compounds, 0.35% hits; AID 1509, 2009; in the data active = activation above about 11%;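 also: 0% = DMSO vehicle and 100% = reference agonist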
# Target sequence (O95977 whole entry, looked up): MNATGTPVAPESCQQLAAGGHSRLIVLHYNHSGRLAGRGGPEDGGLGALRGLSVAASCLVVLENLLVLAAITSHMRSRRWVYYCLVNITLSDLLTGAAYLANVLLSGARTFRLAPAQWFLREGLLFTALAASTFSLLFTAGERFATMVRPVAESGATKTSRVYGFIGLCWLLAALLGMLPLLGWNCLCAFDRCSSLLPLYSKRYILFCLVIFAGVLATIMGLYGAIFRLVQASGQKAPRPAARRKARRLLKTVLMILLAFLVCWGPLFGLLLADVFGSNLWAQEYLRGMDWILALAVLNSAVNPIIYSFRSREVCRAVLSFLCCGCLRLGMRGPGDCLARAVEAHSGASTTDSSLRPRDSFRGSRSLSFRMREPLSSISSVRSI
# S1P4 antagonist: S1P4 receptor antagonists, primary screen, cell-based | 220,000 compounds, 0.26% hits | Sphingosine 1-phosphate receptor 4 (Homo sapiens), O95977 | inhibition, % at 4.98 µM | S1P4-expressing cells, antagonist mode, reporter read-out | AID 1510, 2009; in the data active = inhibition above about 29%;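 also: 0% = wells stimulated with agonist and 100% = vehicle wells without agonist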
# BaF3 tox: parental Ba/F3 cell viability inhibition, counter-screen for JAK2V617F inhibitor project, murine pro-B, CellTiter-Glo luminescence. CellTiter-Glo ATP luminescence. inhibition, % at 5.6 µM. 220,000 compounds, 1.1% hits;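 active = inhibition above a per-campaign cutoff, the mean inhibition of all tested compounds plus 3 SD, cut at about 27% in these data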;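 also: 0% = DMSO wells and 100% = JAK Inhibitor I control wells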
# * hit, by the source's call; / = not tested or not shown; & = joins results of further samples. Outcome played no part in choosing rows; 3.6% or so of the library scored in one or more.
SMILES,RBBP9 inh,Ba/F3 V617F tox,Runt-CBFb FRET,NPY2 pot ag,NPY-Y1 antag,NPY-Y1 PAM-ag,S1P4 agonist,S1P4 antagonist,BaF3 tox
CC1=C(C(=O)Nc2ccccc2F)C(c2ccsc2)C2=C(CC(c3ccccc3)CC2=O)N1 (configuration not stated),-6,-1,11,-1,2,7,1.4,-5,6
c1ccc2c(c1)nc1n2CN(Cc2ccc3c(c2)OCO3)CN1,-2,-3,-1,0,0,4,-0.6,-2,6
C=C(C)CSc1nc2ccccc2[nH]1,4,-2,0,-5,-1,-18,3.1,-5,89*
O=C(CSc1nnc(-c2ccccn2)n1-c1ccccc1)Nc1ccc2c(c1)OCO2,-6,-3,0,-19,1,-19,-1.3,-33,1
CCOC(=O)c1[nH]c2ccccc2c1NC(=O)c1ccc(Br)o1,0,-3,1,16,-6,-1,1.9,-16,5
COc1ccc(CC(=O)NC(C)c2nnc(SCC(=O)Nc3ccccc3F)n2C)cc1 (configuration not stated),-11,2,0,-2,-6,-9,-0.3,8,4
COc1ccccc1CN1C[C@@H]2C[C@@H](C3=Cc4cccc(OC)c4OC3)N3CCC[C@@]23C1=O,11,1,0,-14,3,-6,2.1,-10,4
O=C(Oc1ccccc1)N(c1ccccc1)c1ccccc1,-4,1,0,16,/,-7,-0.1,10,6
CCCCC(O)(CCCC)C(=O)NN(C(=O)CCl)c1ccccc1,-7,3,0,-10,17,-22,0.0,10,5
COc1ccc(-n2c(C)cc(-c3cn4cccc(C)c4n3)c2C)cc1,-5,-1,0,8,-1,6,0.7,-12,6
O=C(C1CC1)N(CCN(C(=O)C1CC1)c1ccccc1)c1ccccc1,-6,-5,0,6,9,-5,0.9,8,0
Cc1ccc(Oc2ncc(CN3CC(C)OC(C)C3)s2)cc1 (configuration not stated),2,-3,0,2,2,4,-1.7,-6,5
Cc1c(C(=O)C(=O)NCC2CCCO2)c2ccccc2n1C (configuration not stated),-15,3,-1,-2,2,5,-1.2,-8,2
Cc1ccc(C(CC(=O)c2ccc(Cl)cc2)C(=O)O)cc1 (configuration not stated),4,-2,2,-22,20,-30,0.8,-18,1
COc1ccc(N(CCN2C(=O)c3ccccc3C2=O)C(=O)c2cccc([N+](=O)[O-])c2)cc1,-6,-3,-2,-3,3,10,0.5,-14,4

# Some of the entries so far, with each value named:
mol: Cc1c(C(=O)C(=O)NCC2CCCO2)c2ccccc2n1C (configuration not stated)
  RBBP9 inh = -15 | Ba/F3 V617F tox = 3 | Runt-CBFb FRET = -1 | NPY2 pot ag = -2 | NPY-Y1 antag = 2 | NPY-Y1 PAM-ag = 5 | S1P4 agonist = -1.2 | S1P4 antagonist = -8 | BaF3 tox = 2
mol: Cc1ccc(C(CC(=O)c2ccc(Cl)cc2)C(=O)O)cc1 (configuration not stated)
  RBBP9 inh = 4 | Ba/F3 V617F tox = -2 | Runt-CBFb FRET = 2 | NPY2 pot ag = -22 | NPY-Y1 antag = 20 | NPY-Y1 PAM-ag = -30 | S1P4 agonist = 0.8 | S1P4 antagonist = -18 | BaF3 tox = 1

# (listing goes on)
SMILES,RBBP9 inh,Ba/F3 V617F tox,Runt-CBFb FRET,NPY2 pot ag,NPY-Y1 antag,NPY-Y1 PAM-ag,S1P4 agonist,S1P4 antagonist,BaF3 tox
Cc1ccc(NC(=O)COC(=O)c2ccc3c(c2)OCCO3)cc1S(=O)(=O)N1CCOCC1,-3,-2,-2,5,3,-2,0.4,-1,3
Cc1cc(C)cc(NC(=O)C(OC(=O)C2=COCCO2)c2ccccc2)c1 (configuration not stated),-3,1,-1,5,11,-25,1.3,-4,7
O=C(CN(C(=O)c1csnn1)c1ccc(F)cc1)NCc1ccc(F)cc1,0,4,2,-11,-5,15,2.0,9,10
O=C(NCCc1csc(-c2ccccc2)n1)c1ccccc1F,-5,1,3,9,/,-11,1.6,-6,0
Cc1cc(C(F)(F)F)nn1Cc1n[nH]c(=S)n1Cc1ccccc1,3,4,8,-6,-3,6,-2.4,-6,6
O=C(O)c1ccc(CSc2ncn[nH]2)cc1,6,-3,0,-4,-2,-1,0.7,-4,-1
O=C1NCC(COCC2CC=CCC2)O1 (configuration not stated),-8,-3,/,5,4,-9,0.3,-7,0
COC(=O)Cn1c(CN2CCOCC2)nc2c1c(=O)[nH]c(=O)n2C,3,-1,0,-2,-2,28,1.2,0,10
CCC(C)c1ccc(NC(=O)C2CCN(c3ncccn3)CC2)cc1 (configuration not stated),1,-1,-8,-15,2,-16,0.5,-3,4
CN(C)CCC(c1ccc(Cl)cc1)c1ccccn1 (configuration not stated),-8&0,-2&-3,0&-2,53&7,0&-1,41&-1,1.7&3.4,-12&-19,-3&6
CCc1nc(-c2ccccc2)c2ccccn12,-3,5,-2,-17,-3,0,-1.4,-10,10
Nc1cc(Cl)ccc1N1CCOCC1,-10,3,-1,-5,-4,-11,-0.8,-6,3
CS(=O)(=O)N1CCN(c2c(Cl)cccc2[N+](=O)[O-])CC1,-7,4,0,2,-1,1,-0.7,-29,51*
COc1ccc(/C=C/C(=O)OCC(=O)Nc2cc3oc4ccccc4c3cc2OC)cc1,-2,-3,-1,4,-4,1,2.0,3,-2
c1ccc2nc3c(nc2c1)[nH]c1ccccc13,-6,-3,-2,-1,2,4,-1.4,-8,4
CCCCNC(=O)COC(=O)CCC(=O)c1cccs1,2,4,2,-4,9,-20,0.8,-9,7
CCOC(=O)C1=C(C)NC(=O)CC1c1cc2c(cc1Br)OCO2 (configuration not stated),-5,-3,-2,11,5,8,0.1,-6,3
CCCC(C)C(=O)Nc1ccc(S(N)(=O)=O)cc1 (configuration not stated),-3,-4,1,-1,-5,-2,-1.6,15,0
COc1cccc(/C=c2\s/c(=C/C(=O)c3ccc(C)cc3)[nH]c2=O)c1OC,-16,5,-54,3,7,-12,-0.8,-8,6
O=C(CSc1n[nH]c(=O)[nH]c1=O)N1CCCCCC1,-2,-4,1,1,/,7,1.0,-10,3
CCOC(=O)N1CCN(c2ccc(Cl)cc2)CC1,-9,1,-1,0,2,-2,0.4,-8,5
COc1ccc(C(=O)Sc2nncc3ccccc23)cc1,-7,-2,1,-2,-3,9,1.6,14,9
CC(C)CC(=O)NC(=S)Nc1nc(-c2ccccc2)cs1,-6,-4,-1,15,-4,-16,3.4,-7,1
CCN(CC)c1ncnnc1-c1ccccc1,-3,-3,-1,4,2,13,0.1,-4,7
O=C(C1CCCN(S(=O)(=O)c2ccc(F)cc2)C1)N1CCCC1 (configuration not stated),-7,2,-2,11,0,6,1.9,-17,5
Nc1ccc(Oc2ccc3nc(-c4ccccc4)c(-c4ccccc4)nc3c2)cc1,-6,-2,-29,2,0,-12,-0.1,0,-1
N/C(=N\OC(=O)c1ccc(Cl)cc1Cl)c1ccc(Cl)cc1,-7,3,0,-6,0,-1,-1.9,-7,7
Cc1ccc(NC(=O)COC(=O)c2ccccc2-c2nc3ccccc3s2)c(C)c1,-6,-1,0,-8,4,5,1.0,-6,2
CSc1nc2nc(-c3ccccc3)cc(C(F)(F)F)n2n1,-7,4,0,-39,2,-29,0.0,-4,7
Cc1ccc(O)c(C(=O)c2cnn(C(=O)Cc3csc(C)n3)c2)c1,-1,1,-2,-17,-4,-4,0.2,-20,3
CCOC(=O)c1c(CN(CC)CC)oc2ccc(OC)cc12,-2,0,-2,-10,3,-39,0.1,0,4
O=C1C(Nc2cccc(O)c2)=C(N2CCCCC2)C(=O)c2ccccc21,-1,87*,5,-8,-5,8,0.7,9,99*
CC(C)(C)[C@@H]1C=C(C(=O)N2CCN(Cc3ccc4c(c3)OCO4)CC2)O[C@H](OCc2ccc(CO)cc2)C1,-3,1,-2,-3,2,-20,0.3,10,0
Cc1c(C(=O)NN2CCN(C)CC2)cccc1[N+](=O)[O-],-5,-6,-2,8,-2,24,0.8,-17,0
COc1ccc(-c2ncccc2O)cc1,-9,-5,2,11,3,-10,1.5,-4,1
C/C=C/C(=O)OCC(=O)Nc1cccc(S(=O)(=O)NC2=NCCCCC2)c1,-3,1,-1,-3,5,-18,0.8,-11,3
COc1ccccc1-c1ccc(/C=C2/C=C(CC(C)C)OC2=O)o1,-6,-2,3,1,5,-20,0.2,17,1
CCC(C)NC(=O)Cc1ccc(-c2ccccc2)cc1 (configuration not stated),-1,2,-6,-3,0,-5,0.3,1,11
Cc1nnc(N(C)C(=O)Cc2ccc3c(c2)OCO3)s1,-2,-4,0,-2,-1,-1,-0.7,-6,2
Cc1cccc(NC(=O)CCCN2C(=O)c3ccccc3C2=O)n1,-1,3,-4,-11,-4,-9,-0.7,2,7
O=C(CCN1CCOCC1)c1ccc(Br)cc1,-7,-2,16,0,-2,4,1.1,-6,0
CCOc1ccc(-n2ccnc2SCC(=O)NCc2ccc3c(c2)OCO3)cc1,-9,1,0,7,4,-9,1.2,-9,7
CS(=O)(=O)N1CCN(c2ccccc2NC(=O)c2cccnc2)CC1,2,-3,2,4,3,0,-0.8,-25,1
CN1/C(=C\C(=O)Nc2ccc(Br)cc2)C(C)(C)c2ccccc21,-5,-1,3,-12,10,5,-0.3,0,3
CCCCN1C(=O)NC2NC(=O)NC21 (configuration not stated),3,-5,-1,6,-2,0,1.7,-8,2
CCCCc1c(C)c2cc(C)ccc2[nH]c1=O,-4,0,-3,-11,13,-6,0.7,-7,6
O=C(CSc1nnc(CNc2ccc(F)cc2)o1)N1CCN(C(=O)c2ccco2)CC1,-7,-2,-1,-2,-2,-12,0.9,-4,2
CC1(C)Cc2cccc(Oc3ccc(S(=O)(=O)N4CCCC4)cn3)c2O1,7,5,1,-11,4,-1,-0.4,-27,13
COc1ccccc1Oc1nc(-c2cccnc2)nc2ccccc12,-6,0,-4,1,2,10,1.8,-9,7
N#Cc1ccc(Oc2ccc(C(F)(F)F)cc2NC(=O)c2ccc(F)cc2)cc1,-8,-1,3,-28,/,-24,2.7,9,-8
COc1cc(NC(=O)N2CCOCC2)cc(OC)c1,6,1,3,2,-1,15,-1.0,-12,5
COc1ccccc1-c1nn2c(-c3ccco3)nnc2s1,1,4,12,-12,8,-10,-1.0,-6,9
O=C(Cn1nnc(-c2cccc(C(F)(F)F)c2)n1)NC(=O)NCc1ccco1,-8,2,-1,-23,14,-37,1.7,-20,2
Cc1c(C(=O)N2CCN(c3ccccc3)CC2)sc2ncnc(N3CCC(C)CC3)c12,-7,0,-4,0,16,5,0.5,-18,-3
